High-throughput results from PubChem.
RGS7-Gao: regulators of human RGS7-Galphao interaction. P09471. Multiplexed bead flow cytometry, RGS7-Galphao binding; actives lie on both sides. binding response (% of control), % at 10 µM. actives 0.35% (n = 220,000). AID 1439; in the data active = binding response below about 49% or above about 150%; inconclusive = no clear call, values can overlap the other calls; inactive = in between;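 also: fluorescent Galphao held in activated GDP-AlF4 state binding bead-coupled RGS7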
Target sequence (P09471 whole entry, looked up): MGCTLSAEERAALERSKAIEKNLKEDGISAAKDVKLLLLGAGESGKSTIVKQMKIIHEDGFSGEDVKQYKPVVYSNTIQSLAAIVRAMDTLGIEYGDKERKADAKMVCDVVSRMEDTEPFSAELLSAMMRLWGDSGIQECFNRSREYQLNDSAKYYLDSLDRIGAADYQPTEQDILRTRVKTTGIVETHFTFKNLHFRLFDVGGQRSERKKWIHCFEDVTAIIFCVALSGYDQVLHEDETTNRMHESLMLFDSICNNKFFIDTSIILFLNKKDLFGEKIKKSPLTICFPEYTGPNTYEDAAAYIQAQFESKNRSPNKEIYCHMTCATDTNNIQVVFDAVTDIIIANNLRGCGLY
Avidin bead fluor: avidin bead compound fluorescence profile; Avidin beads, compound fluorescence 488/530 nm, flow cytometry; active compounds read high; fluorescence (KMESF) at 10 µM; actives 0.38% (n = 220,000); AID 1775; in the data active = fluorescence above about 47; also: inactives centre near 10
RGS4-Gao reg: modulates binding of RGS4 to human Galphao. actives 0.33% (n = 220,000). AID 1415. P09471. Multiplexed bead flow cytometry; actives lie on both sides. binding response (% of control), % at 10 µM; in the data active = binding response below about 49% or above about 150%; inactive = in between;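 also: fluorescent Galphao activated with aluminum fluoride binding bead-coupled RGS4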
Starred values were filed as active, the others as inactive; ? = inconclusive; · = not tested or not shown.

SMILES	RGS7-Gao	Avidin bead fluor	RGS4-Gao reg
Cc1nn(C(C)C(=O)N/N=C/c2ccc(N(C)C)cc2)c(C)c1[N+](=O)[O-] (configuration not stated)	?	5	97.3
CC1(C)CC(=O)C(CC2CCCCC2=O)C(=O)C1 (configuration not stated)	?	8	104.8
COc1ccc(N(CC(=O)NCc2ccncc2)S(=O)(=O)c2ccc(C)c([N+](=O)[O-])c2)cc1	?	7	97.9
COc1ccc(-c2c[n+]3c(n2-c2ccccc2)SCC3)cc1	?	8	105.4
COc1ccccc1NC(=O)c1ccc(NC(=O)Cc2n[nH]c(=O)c3ccccc23)cc1	?	3	86.6
O=C(O)/C=C/C(=O)NC1CCCCCCCCCCC1	?	6	97.2
NC(=O)c1cc(C(N)=O)nc(Cl)n1	?	3	99.2
COc1cc(C(=O)Nc2nnc(C)s2)c([N+](=O)[O-])cc1OC	?	5	100.7
O=C(N/N=C/c1ccc(O)cc1)c1cccc(N/N=C/c2ccc(O)cc2)c1	?	7	101.7
Cn1c(N)c(C(=O)COC(=O)C2CCN(S(=O)(=O)c3cccs3)CC2)c(=O)n(C)c1=O	?	9	105.1
O=C(NCc1ccccn1)C(=O)N/N=C/c1ccccc1O	?	7	91.0
Cc1cc(C(=O)N/N=C2\CC(=O)c3ccccc32)c(C)n1-c1ccc(F)cc1	?	6	104.2
COc1ccc(-n2c(-c3ccccc3)c[n+]3c2CCC3)cc1	?	8	100.1
Cc1c(Cl)ccc2c(C(=O)O)cc(-c3ccccc3)nc12	?	13	99.9
CCCCCCC1CC(=O)NC(=O)N1 (configuration not stated)	?	11	104.0
Nc1cccc(NP(=O)(c2ccccc2)c2ccccc2)c1	?	8	102.1
O=C(CN1CCN(C/C=C/c2ccccc2)CC1)Nc1ccccc1C(=O)NC1CC1	?	4	103.5
Cc1ccccc1NC(=O)Nc1ccccc1N1CCCCC1	?	13	90.4
CC1=NCCN1CCNC(=O)Nc1ccc(F)cc1	?	8	119.8
COc1ccccc1CNC(=O)c1n[nH]c2ccccc12	?	3	110.0

Single records (already shown):
Profile of `CCCCCCC1CC(=O)NC(=O)N1` (configuration not stated) : RGS7-Gao: ?; Avidin bead fluor: 11; RGS4-Gao reg: 104.0
Profile of `O=C(NCc1ccccn1)C(=O)N/N=C/c1ccccc1O` : RGS7-Gao: ?; Avidin bead fluor: 7; RGS4-Gao reg: 91.0
Profile of `COc1ccc(-n2c(-c3ccccc3)c[n+]3c2CCC3)cc1` : RGS7-Gao: ?; Avidin bead fluor: 8; RGS4-Gao reg: 100.1

(more compounds)
SMILES	RGS7-Gao	Avidin bead fluor	RGS4-Gao reg
N#C/C(=C\c1ccncc1)c1nc2ccccc2o1	?	7	99.3
COc1ccc(NC(=O)Cn2c(=O)c(C)nc3ccccc32)cc1Cl	?	5	99.7
O=C(Cc1cccs1)Nc1ccccc1-c1nc2ccccc2[nH]1	?	9	99.8
O=C1CC(NCCc2ccccc2)C(=O)N1CCc1ccccc1 (configuration not stated)	?	3	98.5
O=C(NCCCN1CCOCC1)C(=O)N/N=C/c1ccccc1O	?	7	89.2
CCOC(=O)COc1cccc2c(=O)n(CC(=O)NCc3ccc(F)cc3)ccc12	?	8	100.8
N#Cc1ccc(C(=O)OCC(=O)Nc2ccc(S(N)(=O)=O)cc2)cc1	?	7	96.7
Nc1ncnc(Nc2cc(C(F)(F)F)cc(C(F)(F)F)c2)n1	?	8	99.7
CCCCCCCN1C/C=C\C(c2ccc(OC)cc2)N(Cc2ccc(F)cc2)C(=O)[C@H]1Cc1ccccc1 (some centres not stated)	?	7	97.6
CC(=O)Nc1ccc(NC(=O)C(C)OC(=O)c2ccccc2NS(=O)(=O)c2cccs2)cc1 (configuration not stated)	?	5	98.5
Cn1cnc([N+](=O)[O-])c1SCC(=O)NN	?	8	102.0
Cc1cn2c(N)c(/C=C3\C=Nc4ccccc43)c(=O)nc2s1	?	7	93.7
CC(=O)Nc1ccc(C2C(=O)c3ccccc3C2=O)cc1	?	9	106.1
CC(C)c1ccc(/C=N/NC(=O)c2cc(-c3cccc([N+](=O)[O-])c3)n[nH]2)cc1	?	4	103.6
O=C(c1ccccc1)N1CCN(CC(O)Cn2ccc3ccccc32)CC1 (configuration not stated)	?	8	96.5
COc1cc(O)ccc1C=O	?	3	96.0
CCCCc1nc2sc3c(SCCN(C)C)ncnc3c2c2c1CCC2	?	24	100.0
O=C(CSC1CN(C(c2ccccc2)c2ccccc2)C1)N/N=C/c1ccccc1	?	8	99.5
Cc1nnc2nc(-c3ccccc3)nc(-c3ccccc3)n12	?	5	92.4
FC(F)(F)c1ccc(CN2C[C@@H]3C(c4ccc(Cl)nc4)C4(c5cccnc5)CC3(C4)[C@H]2c2ccccc2)cc1 (some centres not stated)	?	16	101.8
COc1ccc(CCn2c(O)cc3nn(-c4nc5ccccc5s4)c(=O)c-3c2C)cc1	?	4	90.9
O=C(CSc1n[nH]c(=O)n1C1CC1)NCc1ccccc1	?	9	102.1
CC(C)(C)NC(=O)c1ccc(C(=O)NC(C)(C)C)cc1	?	7	98.2
CCCN1CCC(=O)N([C@H](CSc2ccc(OC)cc2)c2ccccc2)CC1	?	9	99.7
O=C(NCc1ccncc1)c1cc(-c2ccc(Cl)cc2)oc1C(F)(F)F	?	7	101.9
COc1ccc(C(=O)O/N=C(\N)Cc2ccc([N+](=O)[O-])cc2)c(OC)c1	?	7	95.7
COc1ccc(CNC(=O)Nc2ccccc2)cc1	?	3	92.9
COC(=O)CCC(=O)N1CN2CN(C(=O)CCC(=O)OC)CC([N+](=O)[O-])(C2)C1	·	5	93.9
CN(CC(=O)Nc1cc(S(=O)(=O)N2CCCC2)ccc1Cl)Cc1cccs1	?	11	101.7
COc1cc(Cl)c(CC(=O)c2c[nH]c3ccccc23)cc1OC	?	6	96.5
N=C1/C(=C\c2ccc(SCc3ccccc3)o2)C(=O)N=C2SC(CC(=O)N3CCOCC3)=NN12	?	9	103.2
CCCOC1CCCN(Cc2nc(-c3ccc(C(=O)OC)cc3)no2)C1 (configuration not stated)	?	5	105.0
O=C(O)c1ccc(N=Cc2c(O)ccc3oc4c(c23)CCCC4)cc1	?	5	102.7
O=C1CN(C(=O)c2cccc(S(=O)(=O)N3CCCC3)c2)c2ccccc2N1	?	10	91.5
O=C(O)c1cc2ccccc2cc1Nc1ccccc1	?	9	106.0
COc1ccc(Cc2nnc(Nc3ccc(C)cc3)o2)cc1OC	?	8	98.0
Fc1ccc(Cn2cc(C(=S)N3CCOCC3)c3ccccc32)cc1	?	5	102.7
O=S(=O)(Cc1ccccc1)N=Nc1c(O)[nH]c2ccc(Br)cc12	?	3	100.7
COC(=O)[C@@H]1C[C@@]2(O)[C@H](O)[C@H](O)[C@H](O)C[C@H]2N1Cc1ccc(-c2ccccc2)cc1	?	8	95.8
O=c1c(-c2ccc(O)cc2)coc2cc(O)cc(O)c12	?	11	122.3
Cc1cc([N+](=O)[O-])nn1Cc1ccc(C(=O)N/N=C/c2ccc(N(C)C)cc2)cc1	?	7	101.6
Fc1c(CSC(=S)N2CCOCC2)cccc1CSC(=S)N1CCOCC1	?	5	101.3
Cc1ccc(/C=N/NC(=O)C[n+]2ccccc2)s1	?	7	98.9
Cn1nc(C(C)(C)C)c([N+](=O)[O-])c1C(N)=O	?	6	101.3
C/C(=N\N=C(N)N)c1ccc(C)c(C)c1	?	3	103.7
O=c1[nH]c(CSc2ncnc3sc(-c4ccccc4)cc23)nc2ccccc12	?	0	104.8
N#Cc1c(N)n(-c2ccccc2N)c2nc3ccccc3nc12	?	8	96.3
COc1ccc(/C=C(\C#N)C(=O)NCC(c2ccc(F)cc2)N2CCOCC2)cc1 (configuration not stated)	?	11	98.4
O=c1ccn(CCCBr)c(=O)[nH]1	?	8	103.5
CCCC(=O)Nc1ccc(-c2csc(NNC(C)=O)n2)cc1	?	6	99.6

(next part)
SMILES	RGS7-Gao	Avidin bead fluor	RGS4-Gao reg
Cc1ccc(N=C(N)N=C(N)N)cc1	?	6	99.8
OCCCN=C1CCCc2c1[nH]c1ccc(Cl)cc21	?	7	108.1
CCCNC(=S)Nc1ccccc1	?	9	100.0
COC(=O)C1=C(C)N(Cc2ccc(OC)cc2)C(=O)/C1=C\c1ccco1	?	6	97.4
CNc1nc(-c2cccs2)cc(C(F)(F)F)c1C#N	?	3	103.5
Cc1noc(C)c1NC(=O)NC(c1ccccc1)c1ccccc1	?	3	95.1
CC(=O)Nc1ccc(OCCCNC(=O)c2c(-c3ccccc3)noc2C)cc1	?	4	99.1
O=C(CN1CCN(c2ccc(C(F)(F)F)cn2)CC1)Nc1ccc2c(c1)OCO2	?	9	87.6
Cc1ccc(S(=O)(=O)Nc2nc(C)c(C(=O)NN)s2)cc1	?	6	93.8
C[C@@H]1C(=O)O[C@H]2[C@H]1CC[C@@]1(C)C(=O)C=C[C@@](C)(O)[C@H]21	?	13	99.5
O=C(/C=C/c1ccco1)Oc1cccc2cccnc12	?	6	101.7
O=C(N/N=C/c1ccc2cccnc2c1)c1nc2ccccc2c(=O)[nH]1	?	8	110.2
O=C1NC(=O)/C(=C/c2cccc([N+](=O)[O-])c2)N1	?	7	107.2
Cc1cccc(CSc2nnc3c(n2)[nH]c2ccccc23)c1	?	6	101.7
COC(=O)C1C(c2ccccc2)C=CC(c2ccccc2)C1C(=O)O (configuration not stated)	?	4	106.1
C(=C\N1CCCCCC1)/c1nnnn1-c1ccc(-c2ccccc2)cc1	?	7	103.2
NC(=O)CC(NC(=O)Cc1ccc(Br)cc1)c1ccc(NCc2cc(F)ccc2F)c([N+](=O)[O-])c1 (configuration not stated)	?	8	98.3
Cc1nc2ccccc2c(=O)n1/N=C/c1ccccc1O	?	7	105.9
CCOC(=O)CCCc1ccc(/C(C)=N/NC(N)=S)cc1	?	5	101.2
CC(C)(C)C(=O)N(Cc1ccc(Cl)cc1)Cc1cccnc1	?	5	96.2
CC(=O)N(CCC1(c2ccc(C)cc2)CCOC(C(C)C)C1)Cc1ccco1 (configuration not stated)	?	8	91.0
Cn1nc(-c2ccc(S(N)(=O)=O)s2)cc1C(F)(F)F	?	8	101.5
Oc1ccccc1N=Cc1c(O)ccc2oc3c(c12)CCCC3	?	7	101.8
COc1ccc(C2=NOC(C(=O)Nc3cccnc3)C2)cc1OC (configuration not stated)	?	7	88.6
C/C=C(\C)C(=O)Nc1cccc(C2=NOC3(C2)C[C@@H](C(N)=O)N(C(=O)c2cc([N+](=O)[O-])cc([N+](=O)[O-])c2C)C3)c1 (some centres not stated)	?	11	101.8
CC(C)NC(=O)CSc1nccc(-c2cccs2)n1	?	3	101.6
COc1ccc(CN2CCOC2=O)cc1OC	?	8	97.8
COc1ccc(CNC(=O)COC(=O)c2ccccc2OCC(=O)Nc2ccc(SC(F)F)cc2)cc1	?	11	100.2
COc1cc2oc(-c3ccc(O)cc3)cc(=O)c2c(O)c1OC	?	6	84.0
Brc1ccc(/C=N/n2cnnc2)s1	?	8	103.6
c1ccc(CSC2=NNC(c3ccccn3)S2)cc1 (configuration not stated)	?	9	99.2
Cc1ccc(CN2C(=O)CCC2C(=O)NCCN2CCN(c3cccc(Cl)c3)CC2)cc1 (configuration not stated)	?	3	100.3
Cc1c(O)ccc2c(O)c(NC(=O)c3ccc4c(c3)CCC(C)(C)O4)c(=O)oc12	?	7	103.2
O=C(O)CCNC1CCCCC1	?	22	99.6
Cc1[nH][nH]c(=O)c1C(c1ccc(N(C)C)c(Br)c1)c1c(C)[nH][nH]c1=O	?	7	98.6
Oc1cc(OCc2ccccc2)ccc1-c1[nH]ncc1-c1ccccc1	?	3	107.1
COc1cc(C2=NOC(C(=O)Nc3c(C)n(C)n(-c4ccccc4)c3=O)C2)cc(OC)c1OC (configuration not stated)	?	13	101.2
CC(=O)Oc1c(C)c(OC(C)=O)c2c(c1C(C)=O)OC1CC(=O)C(C(C)=O)=C(O)C21C (configuration not stated)	?	11	99.2
O=S(=O)(Cc1ccc(Cl)cc1)NCc1cccnc1	?	2	99.3
O=C(O)CCc1ccc(-c2ccc(Br)cc2)n1NC(=O)c1ccc([N+](=O)[O-])cc1	?	3	94.6

Sorted by value in Avidin bead fluor (lowest first): three from the list above
SMILES	RGS7-Gao	Avidin bead fluor	RGS4-Gao reg
COc1ccc(CNC(=O)Nc2ccccc2)cc1	?	3	92.9
CCOC(=O)COc1cccc2c(=O)n(CC(=O)NCc3ccc(F)cc3)ccc12	?	8	100.8
N=C1/C(=C\c2ccc(SCc3ccccc3)o2)C(=O)N=C2SC(CC(=O)N3CCOCC3)=NN12	?	9	103.2

The list continues.
SMILES	RGS7-Gao	Avidin bead fluor	RGS4-Gao reg
NC(=O)CCC(C(=O)O)N1C(=O)c2ccc(O)cc2C1=O (configuration not stated)	?	6	96.6
CN(C)CCn1c(=O)n(-c2cccc(Cl)c2)c(=O)c2c3c(sc21)CCCCC3	?	7	102.5
Cc1ccc(-c2nn(C)c(=O)c3ccccc23)cc1CNC(=O)c1ccccc1	?	3	101.9
Cc1ccc(Cn2nc(C)cc2C(=O)Nc2ccc(Cl)cc2)cc1	?	6	94.2
CCn1c2ccccc2c2cc(/C=N/n3c(-c4cc(C)[nH]n4)n[nH]c3=S)ccc21	?	8	101.3
NNC(=O)c1nn(-c2ccc(Cl)cc2)cc1O	?	5	101.9
CC(=C/c1ccccc1)/C=N/NC(=O)c1cccs1	?	7	101.5
CCOC(=O)c1ccc(Nc2nnc(C)c3ccccc23)cc1	?	4	97.3
CCOC(=O)NC(C(Cl)(Cl)Cl)S(=O)(=O)c1ccccc1 (configuration not stated)	?	12	109.9
Cc1ccc(C2N=C(N)Nc3nc(=O)c4ccccc4n32)cc1 (configuration not stated)	?	7	95.8
CCOc1ccc(NC(=O)c2c[nH]n3c(=O)cc(C4CCN(C(=O)OC(C)(C)C)CC4)nc23)cc1	?	6	96.7

Some of the compounds tested; count on the stated rates, not on these rows.
